POLK inh – qHTS for Inhibitors of Polymerase Kappa. hit rate 0.53% among 400,000. DNA polymerase kappa (Homo sapiens), Q9UBT6. purified Pol kappa, fluorescent DNA synthesis assay, 10 min. Potency, µM (top dose mostly 107 µM), for inactives: at the top dose activity, negative = inhibition, actives largely listed as inhibitors; note: potency is the fitted concentration of half-maximal effect; % is set by controls: 0 for no effect and ±100 for the full control effect
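Kinetic fluorescence readout at 0 and 10 min followed reaction start with substrate at 50 nM final. Beforehand, enzyme (10 nM Pol kappa) stood 15 min with compound at room temperature; buffer-only wells were negative controls.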
Anesthetic bind – qHTS Assay for Identification of Novel General Anesthetics; Potency, µM (titrated, usually from 77.5 µM), inactives show at the top dose activity change, negative = displacement, hits mostly inhibitors; AID 485281, 2010; apoferritin/1-aminoanthracene competitive binding, fluorescence; hit rate 0.074% among 350,000; Ferritin light chain (Equus caballus), P02791; note: potency is the fitted concentration of half-maximal effect; % is set by controls: 0 for no effect and ±100 for the full control effect; nearly all actives have a fitted effect of over 20% in size
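Horse-spleen apoferritin (10 uM) was mixed with 50% saturated 1-aminoanthracene in PBS, exposed to compounds for 10 min at room temperature, and read for fluorescence (ex 380 nm, em 535 nm). Competitive displacement was fitted with a four-parameter Hill equation.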
Glioma ERSR ind – qHTS for Inducers of the Endoplasmic Reticulum Stress Response (ERSR) in Human Glioma: qHTS; U87-MG GRP78 promoter luciferase reporter, 16 h; Potency, µM, without a hit: at the top dose activation, hits mostly activators; hit rate 0.02% among 420,000; note: potency is the fitted concentration of half-maximal effect; series mostly up to about 76 µM; % of control where 0% means no effect; nearly all actives have a fitted effect of over 35% in size
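Stably transfected U87-MG glioma cells carrying a GRP78-based luciferase sensor; 16 h compound incubation. Luminescence end-point read 10 min after Bright-Glo addition at room temperature.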
APEX1 inh – qHTS Assay for Inhibitors of the Human Apurinic/apyrimidinic Endonuclease 1 (APE1); DNA repair nuclease/redox regulator APEX1 (Homo sapiens), P27695; recombinant APE1, TAMRA/BHQ-2 abasic DNA cleavage fluorescence; Potency, µM (top dose mostly 65.8 µM), inactives show at the highest dose activity change, negative = inhibition, actives largely listed as inhibitors; hit rate 0.35% among 350,000;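 note: potency is the fitted concentration of half-maximal effect; plate controls were vehicle for no effect and reference inhibitor for full effect; nearly all actives have a fitted effect of over 55% in size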
Target sequence (P27695 whole entry, looked up): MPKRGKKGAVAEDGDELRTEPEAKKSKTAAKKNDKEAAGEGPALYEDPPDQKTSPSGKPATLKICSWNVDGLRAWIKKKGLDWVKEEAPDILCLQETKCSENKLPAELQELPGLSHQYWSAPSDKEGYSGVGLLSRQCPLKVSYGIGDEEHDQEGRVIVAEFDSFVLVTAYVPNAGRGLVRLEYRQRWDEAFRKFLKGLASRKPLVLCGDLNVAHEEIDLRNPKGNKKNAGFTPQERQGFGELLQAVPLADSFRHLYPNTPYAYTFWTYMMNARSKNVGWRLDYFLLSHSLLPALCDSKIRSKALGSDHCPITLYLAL
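APE1 at 0.75 nM final was preincubated with compound 15 min at room temperature, then 50 nM double-stranded THF abasic-site substrate (5'-TAMRA/3'-BHQ-2) was added. Fluorescence (ex 525/em 598 nm) was read kinetically; third-minus-first read gave activity.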
LDHA inh – qHTS assay for inhibitors of human lactate dehydrogenase; L-lactate dehydrogenase A chain (Homo sapiens), P00338; purified LDHA, NADH/diaphorase-resazurin fluorescence; stronger effect = lower value; activity change, % (values are at about 110 or 230 µM); hit rate 0.15% among 480,000; AID 1347041, 2019; in the data active = activity change below about -30%; inconclusive = mostly about -25% to -30%;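 note: plate controls were DMSO wells for no effect and wells without enzyme for full effect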
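Enzyme activity of human lactate dehydrogenase 5 (2 nM; 0.06 mM NADH, 0.2 mM pyruvate, 5 min, RT) is measured via a resazurin/diaphorase fluorescence readout of residual NADH.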
BLM helicase inh – qHTS Assay for Inhibitors of Bloom's syndrome helicase (BLM); recombinant BLM DNA unwinding, fluorescence dequenching; AID 2528, 2010; RecQ-like DNA helicase BLM (Homo sapiens), P54132; hit rate 0.2% among 350,000; Potency, µM (top dose mostly 56.1 µM), for the others: top-dose activity change, negative = inhibition, usual class: inhibitors;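 note: potency is the fitted concentration of half-maximal effect; plate controls were vehicle for no effect and no enzyme for full effect; nearly all actives have a fitted effect of over 35% in size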
POLI inh – qHTS for Inhibitors of Polymerase Iota; Potency, µM (doses to about 115 µM), inactives show at the top dose activity, negative = inhibition, most hits filed as inhibitors; DNA polymerase iota (Homo sapiens), Q9UNA4; hit rate 1% among 390,000; Pol iota fluorescent replication assay, 10 min; note: potency is the fitted concentration of half-maximal effect
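Pol iota at 10 nM preincubated 15 min with compounds at room temperature; reaction started with fluorescent substrate, 50 nM final. Fluorescence read kinetically at 0 and 10 min; buffer-only wells as negative control.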
Pol beta inh – qHTS Assay for Inhibitors of DNA Polymerase Beta; Pol beta primer extension/strand displacement, fluorescence kinetic; Potency, µM (highest dose often 114 µM), without a hit: top-dose activity change, negative = inhibition, most hits filed as inhibitors; hit rate 1.3% among 340,000; AID 485314, 2010; note: potency is the fitted concentration of half-maximal effect; % is set by controls: 0 for no effect and ±100 for the full control effect
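Kinetic readout of DNA synthesis with strand displacement by Pol beta. Compound and 10 nM enzyme sit 15 min at room temperature; 50 nM substrate starts the reaction, read immediately and at 10 min.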
Pol eta inh – qHTS for Inhibitors of Polymerase Eta | DNA polymerase eta (Homo sapiens), Q9Y253 | recombinant Pol eta, fluorescent DNA replication assay | hit rate 1.2% among 390,000 | Potency, µM (titrated, usually from 114 µM), for the others: at the highest dose activity change, negative = inhibition, usual class: inhibitors; note: potency is the fitted concentration of half-maximal effect; % is set by controls: 0 for no effect and ±100 for the full control effect
Target sequence (Q9Y253 whole entry, looked up): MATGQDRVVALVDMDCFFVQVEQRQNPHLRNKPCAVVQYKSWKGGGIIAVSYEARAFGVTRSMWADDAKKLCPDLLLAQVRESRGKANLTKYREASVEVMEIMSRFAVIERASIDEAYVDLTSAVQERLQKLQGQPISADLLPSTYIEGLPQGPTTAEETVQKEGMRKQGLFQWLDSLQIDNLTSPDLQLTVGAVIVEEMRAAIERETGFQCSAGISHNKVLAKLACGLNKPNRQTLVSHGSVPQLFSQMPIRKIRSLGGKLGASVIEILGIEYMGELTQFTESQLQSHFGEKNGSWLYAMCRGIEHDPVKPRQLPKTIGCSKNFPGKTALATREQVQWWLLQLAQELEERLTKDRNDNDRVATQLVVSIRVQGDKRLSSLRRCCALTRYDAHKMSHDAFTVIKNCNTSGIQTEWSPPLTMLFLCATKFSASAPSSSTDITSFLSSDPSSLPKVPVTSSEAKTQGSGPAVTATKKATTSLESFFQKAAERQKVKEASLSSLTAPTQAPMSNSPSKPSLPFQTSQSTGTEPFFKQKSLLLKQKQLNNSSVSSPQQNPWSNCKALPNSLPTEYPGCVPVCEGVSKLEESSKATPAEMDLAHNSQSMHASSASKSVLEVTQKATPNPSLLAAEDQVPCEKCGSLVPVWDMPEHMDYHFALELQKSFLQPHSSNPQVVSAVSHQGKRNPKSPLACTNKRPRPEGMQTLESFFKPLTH
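Pol eta at 10 nM preincubated with compounds 15 min at room temperature; reaction started with fluorescent substrate (50 nM final) and read kinetically at 0 and 10 min.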
An asterisk follows results filed as active; ? = inconclusive; . = no result given; & = joins results of further samples; [ ] = another dose, or the depositor's remark. Unless noted, calls come from the whole dose curve; as a rule, active = well fitted curve in the direction sought with a large enough effect; inconclusive = small, poorly fitted or top-dose-only effect, or another doubt; inactive = no such curve, though single readings can be large; an effect the other way counts as inactive or inconclusive. Not all compounds are listed. The share of hits here may be higher or lower than overall.

SMILES	POLK inh	Anesthetic bind	Glioma ERSR ind	APEX1 inh	LDHA inh	BLM helicase inh	POLI inh	Pol beta inh	Pol eta inh
CC(C)Cn1c(CN(C)Cc2ccccc2)nc2c1c(=O)n(C)c(=O)n2C	3%	-5%	-4%	2%	1	1%	3%	2%	-3%
CCCOc1ccc(-c2nn(-c3ccccc3)cc2C2NC(=O)NC(C)=C2C(=O)OC)cc1C (configuration not stated)	-5%	-20%	0%	.	-6&-2	-5%	32%[activator]	?	-24%
COc1ccccc1NC(=O)CC(=O)CSc1nnc(-c2ccc(C)cc2)n1C	-4%	-22%	0%	-10%	-2	-6%	9%	27%	-14%
CN(C)CCCNc1ncnc2sc(-c3ccccc3)cc12	-1%	-13%	-4%	-5%	-21	39%[activator]	?	?	-18%
COC(=O)C1CC2=C(CCCC2=O)NC1=O (configuration not stated)	1%	.	-4%	.	-1	.	21%	.	1%
Cc1cc(C)nc(SCC(=O)NNC(=O)c2cccs2)n1	18%	-6%	-1%	23%	1	0%	15%	37%[activator]	-16%
Cc1cccc(CC(=O)Nc2cccc(-c3cn4cccnc4n3)c2)c1	0%[60.1 µM]	8%	-1%	.	0	-2%	-2%	-22%	-8%
CC1CCN(CCCCOc2ccccc2[N+](=O)[O-])CC1	-9%	-12%	0%	2%	-22	1%	79µM*	24%	-6%
O=S(=O)(c1ccc(OC(F)(F)F)cc1)N1CCCC(N2CCOCC2)C1 (configuration not stated)	-2%	-7%	-5%	-7%	-4	5%	111%[activator]	12%	-7%
O=C(O)CCc1ccc(-c2ccc(F)cc2)n1CC1CCCO1 (configuration not stated)	1%	7%	0%	9%	-6	-4%	3%	28%	-8%
COc1cc(OC)c(OC)cc1CN1CCCC(C(=O)N2CCCCC2)C1 (configuration not stated)	1%	-16%	-3%	0%	-16	2%	22%	17%	-5%
Cc1cccc(Nc2ccncc2S(N)(=O)=O)c1	1%	.	-4%	.	-3	.	66%[activator]	.	-5%
COc1ccc(C(C)NC(=O)C2CCCC2)cc1OC (configuration not stated)	-14%	-6%	-2%	25%	-4	-1%	1%	0%	-2%
CCCN=C1N(C)C[C@@H]2[C@@H]3C(=O)N(Cc4ccccc4)C(=O)[C@@H]3[C@](C)(C(=O)OC)N12	-13%	.	-5%	3%	-5	.	18%	.	-13%
COc1ccc(C(=O)C2CCN(CC(=O)Nc3ccc(OC)cc3OC)CC2)cc1	-19%	0%	-4%	-13%	-6	-6%	144%[activator]	29%	?
Cc1ccc(Cn2ccc(NC(=O)c3cc4nc(-c5ccco5)cc(C(F)(F)F)n4n3)n2)cc1	-1%	-4%	-2%	-2%	-6	-4%	10%	17%	-2%
CCOc1ccc(CC2c3cc(OCC)c(OCC)cc3CCN2C(=O)CN2CCN(C)CC2)cc1OCC (configuration not stated)	-18%	-6%	-3%	18%	1	-6%	37%[activator]	-3%	-13%
CCCC(=O)Nc1ccc(Cl)c(NC(=O)c2cccc(OC)c2)c1	-16%	-12%	-2%	-7%	-5	-3%	60%[activator]	27%	-6%
O=C(N/N=C/c1ccc2c(c1)OCO2)c1cc(-c2ccc(F)cc2)nc2ccccc12	-8%	-2%	-1%	4%	-1	-2%	23%	2%	-28%
C=CCC(CC=C)(CNC(=O)C(=O)Nc1ccc(C(=O)OCC)cc1)c1ccccc1	-7%	-9%	-1%	.	-7	-1%	22%	0%	-20%

Complete entries, quoted from the list. Order of values: POLK inh	Anesthetic bind	Glioma ERSR ind	APEX1 inh	LDHA inh	BLM helicase inh	POLI inh	Pol beta inh	Pol eta inh
Cc1ccc(Cn2ccc(NC(=O)c3cc4nc(-c5ccco5)cc(C(F)(F)F)n4n3)n2)cc1 is entered as -1%	-4%	-2%	-2%	-6	-4%	10%	17%	-2%
Cc1cc(C)nc(SCC(=O)NNC(=O)c2cccs2)n1 is entered as 18%	-6%	-1%	23%	1	0%	15%	37%[activator]	-16%
O=S(=O)(c1ccc(OC(F)(F)F)cc1)N1CCCC(N2CCOCC2)C1 (configuration not stated) is entered as -2%	-7%	-5%	-7%	-4	5%	111%[activator]	12%	-7%
CN(C)CCCNc1ncnc2sc(-c3ccccc3)cc12 is entered as -1%	-13%	-4%	-5%	-21	39%[activator]	?	?	-18%

Further compounds:
SMILES	POLK inh	Anesthetic bind	Glioma ERSR ind	APEX1 inh	LDHA inh	BLM helicase inh	POLI inh	Pol beta inh	Pol eta inh
CCN(CC)S(=O)(=O)c1cccc(C(=O)N/N=C2\CCCC(=O)C2)c1	-2%	-3%	-3%	-4%	-2	-2%	19%	0%	2%
O=C(O)Cn1ncc2ccccc2c1=O	-4%	-17%	-4%	-7%	-4	2%	65%[activator]	31%	-25%
CCC(CC)NC(=O)Nc1ccccc1C(F)(F)F	-6%	0%	2%	-2%	-10	-1%	12%	?	37%[activator]
CCCc1cc(C(=O)Nc2cc(C)ccc2O)no1	-4%	-10%	4%	10%	-4	-2%	59%[activator]	15%	-25%
O=C(O)c1cccc(-c2ccc(/C=N/n3cnnc3)o2)c1	-21%	-2%	1%	28%	-1	-5%	-3%	?	?
Cc1ccccc1-c1nnc(SCC(=O)NC2CCCC2)n1C	-3%	.	-4%	0%	-3	.	9%	.	-10%
CCn1c(=N)c(S(=O)(=O)c2ccc(F)cc2)cc2c(=O)n3ccccc3nc21	-4%	4%	-1%	3%	-5	-2%	24%	18%	-16%
Cc1ccc(C(C)C)cc1C(=O)CC1(O)C(=O)N(C)c2ccccc21 (configuration not stated)	-5%	-18%	-4%	-4%	5	0%	8%	16%	-15%
COc1cc(OC)c2ccc(=O)oc2c1C(CCN1CCN(c2ccccc2)CC1)c1ccc2c(c1)OCO2 (configuration not stated)	-4%&0%	-16%&-13%	-5%&-4%	-2%&16%	-2	-5%&-5%	5%&10%	2%	-4%
COc1ccc(N(CN2C(=O)C3CC=CCC3C2=O)C(=O)c2ccco2)cc1 (configuration not stated)	7%	6%	-3%	6%	-3	-3%	-4%	6%	6%
O=C(CN1CCN(Cc2ccccc2)C1=O)NCCCN1CCOCC1	-24%	1%	-4%	-1%	-8	-6%	22%	19%	-16%
CCOc1cc(N2CCCC2)ccc1[N+](=O)[O-]	-5%	-7%	4%	4%	9	6%	-7%	-26%	-11%
CCc1ccc(C(=O)COC(=O)CNC(=O)c2ccc(N3C(=O)c4ccccc4C3=O)cc2)cc1	?	-15%	-6%	14%	-13	-10%	13%	13%	9%
Cc1ccc(NC(=O)Cn2cc(C(F)(F)F)cc(Cl)c2=O)cc1S(=O)(=O)N1CCCCC1	-7%	.	-2%	12%	0	.	19%	.	-17%
Cc1cccc(N(CC(=O)NCc2ccc3c(c2)OCO3)C(=O)CCC(=O)Nc2ccccn2)c1	2%	-13%	-4%	1%	-4	1%	17%	-46%	-10%
COc1ccc(C2NC(=O)NC(C)=C2C(=O)Nc2cccc(C)c2C)cc1 (configuration not stated)	-2%	2%	-2%	1%	-2	-1%	0%	-2%	-2%
COc1ccc(C2c3ccc(O)cc3Oc3ncn(CCN4CCOCC4)c(=N)c32)cc1 (configuration not stated)	-18%	6%	-5%	2%	0	-10%	?	13%	4%
Cc1cccc(CCNS(=O)(=O)c2ccc3c(c2)NC(=O)CS3)c1	-7%	-12%	-3%	-10%	-6	0%	-12%	2%	-9%
Cc1ccc(N=Nc2ccc3ccccc3c2O)cc1	3%	-16%	-10%	21%	3	-17%	92%[activator]	-7%	-22%
CCc1ccccc1-n1nnnc1SCC(=O)Nc1cc(C)on1	-1%	-16%	-3%	28%	-7	1%	1%	-23%	1%
Clc1cccc(Cl)c1COc1ccncc1	-1%	1%	-1%	4%	-11	-7%	13%	16%	-1%
Cc1cccc(Nc2nnc(-c3ccc(C(=O)N4C[C@H]5C[C@H](C4)c4cccc(=O)n4C5)cc3)c3ccccc23)c1	-21%	3%	-1%	1%	6	3%	-11%	-12%	-11%
COc1ccc(N(C(=O)c2snc(C(N)=O)c2N)C(C(=O)NC2CCCCC2)c2ccc(F)cc2)c(OC)c1 (configuration not stated)	-3%	-10%	-2%	-18%	-13	-24%	?	79µM*	22µM*
COc1ccc(CNC(=O)c2ccc(S(=O)(=O)N3CCCC3)cc2)cc1OC	-8%	?	-1%	3%	-7	1%	2%	8%	-12%
O=S1c2ccccc2Sc2ccccc21	-4%	.	-1%	.	-4	.	14%	.	1%
COCCN(CCOC)C(=O)COC(=O)c1cc([N+](=O)[O-])ccc1Cl	-5%	-9%	-2%	4%	-1	-1%	26%	4%	-5%
CC1CCN(c2oc(Cc3cccc4ccccc34)nc2C#N)CC1	-11%	79%[activator]	-1%	-4%	-9	-6%	0%	6%	-9%
C[C@@H]1CN([C@@H](C)CO)C(=O)c2cc(N(C)C)ccc2O[C@@H]1CN(C)Cc1ccncc1	3%	.	1%	26%	10	.	2%	.	-8%
COc1ccccc1Cn1nnc2c(=O)[nH]c(C3CCN(C(=O)c4ccc(F)cc4)CC3)nc21	-7%	-18%	-3%	0%	-4	-1%	3%	28%	-6%
Cc1ccc(CNC(=O)CCC2CCCN(Cc3cccc4c3OCO4)C2)o1 (configuration not stated)	3%	7%	-6%	-1%	-5	-1%	-18%	26%	-4%
CC1CC(C)CN(C(=O)COC(=O)CCc2nc3ccccc3c(=O)[nH]2)C1 (configuration not stated)	1%	-4%	0%	23%	3	-17%	-9%	37%	-8%
CC(Sc1n[nH]c(-c2cccs2)n1)C(=O)Nc1ccccc1F (configuration not stated)	0%	.	-3%	-2%	2	.	-7%	.	-6%
Cc1cc(OCC(=O)NC2CC2)c2c(C)c(C)c(=O)oc2c1	8%	-6%	-2%	-12%	2&14	1%	6%	21%	-4%
